Source: PubChem BioAssay (several laboratories)
GSK3 alpha inh = inhibitors of human GSK-3 alpha kinase | AID 2650 | inhibition, % at 10 µM | ADP-Glo luminescence, 60 min | 320,000 compounds, 0.1% hits | P49840;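 in the data active = inhibition above about 50%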;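 also: GST-tagged GSK-3 alpha with peptide substrate and 25 µM ATP; 0% = DMSO neutral wells and 100% = GW8510 positive control wells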
Target sequence (P49840 whole entry, looked up): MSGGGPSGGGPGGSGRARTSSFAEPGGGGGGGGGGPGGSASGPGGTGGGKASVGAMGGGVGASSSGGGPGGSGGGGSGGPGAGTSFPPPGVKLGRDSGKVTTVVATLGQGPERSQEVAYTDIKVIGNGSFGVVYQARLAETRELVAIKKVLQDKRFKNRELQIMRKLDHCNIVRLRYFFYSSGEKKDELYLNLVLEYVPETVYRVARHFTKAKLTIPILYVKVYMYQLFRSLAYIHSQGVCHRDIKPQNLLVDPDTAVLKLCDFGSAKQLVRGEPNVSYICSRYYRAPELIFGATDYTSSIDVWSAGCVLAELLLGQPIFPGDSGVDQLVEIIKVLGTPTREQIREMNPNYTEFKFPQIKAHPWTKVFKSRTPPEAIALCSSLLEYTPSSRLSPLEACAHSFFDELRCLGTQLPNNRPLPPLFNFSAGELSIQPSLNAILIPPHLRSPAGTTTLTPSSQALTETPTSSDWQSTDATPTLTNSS
aSyn UTR inh = 5' untranslated region of α-synuclein, MLPCN primary screen | alpha-synuclein 5'UTR reporter, inhibitor activity | inhibition, % (tested at 7.5 µM) | 300,000 compounds, 0.82% hits | AID 1813; in the data active = inhibition above about 60%; inconclusive = no clear call, values can overlap the other calls;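 also: H4 neuroglioblastoma cells stably carrying SNCA 5'UTR luciferase fusion; 0% = DMSO wells and 100% = positive control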
PolyA inh = blocks polyadenylation in yeast reporter cells; S. cerevisiae SKY197-pL101 polyadenylation reporter, beta-gal luminescence; efflux-impaired pdr1/pdr3 knockout yeast; score 100 = 6 SD above DMSO; calls only at 12 µM; 300,000 compounds, 0.02% hits;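 active = lowest replicate activity score at least 50, where 100 means six control SD above control mean; inconclusive = lowest score under 50 but half or more replicates reach 50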;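 also: yeast exposed to compound for 9 h at 30 °C; higher score means more reporter readthrough which indicates perturbed polyadenylation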
HSF1 inh = HSF1 inhibition; NIH3T3-HGL HSE-luciferase, MG132-induced, luminescence 8 h; stronger effect = lower value; activity change, negative = inhibition, % at 7.5 µM (by protocol); 300,000 compounds, 0.77% hits; AID 2098;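 active = more than half of replicate wells show activity change below -50%, luminescence cut by over half; inconclusive = some wells, but at most half, below -50%; inactive = no replicate well below -50%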;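 also: luciferase reports HSF-1 transcriptional activity via heat shock element; 0% = median of DMSO wells and -100% = zero luminescence signal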
HSF1 activator = increases HSF-1 driven luciferase reporter signal. NIH3T3-HGL HSF-1 luciferase reporter, MG132, 8 h; 100% = twice DMSO control signal. activation, % at 9 µM. 300,000 compounds, 1.7% hits;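 active = mean replicate activation of at least 50% with a set share of replicates each reaching 50%; inconclusive = only one of those two conditions met; inactive = mean below 50% and too few replicates reaching it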;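 also: 0% = median of the neutral control wells and 100% = twice that signal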
KLF5 inh = inhibitors of KLF5 expression. 290,000 compounds, 0.23% hits. inhibition, % at 5 µM. DLD-1 KLF5 promoter-luciferase reporter, luminescence;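 active = inhibition above a per-plate limit of that plate's mean compound inhibition plus 3 SD, cut at about 60% in these data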;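 also: 0% = DMSO wells and 100% = LY294002 at 200 µM; higher means less KLF5 promoter-driven luciferase light; inactives centre near -14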
AI-2 QS mod = Vibrio harveyi AI-2 quorum sensing modulation; Vibrio harveyi JMH597 AI-2 luminescence/OD600 ratio, 9 h; stronger effect = lower value; strain lacks LuxN and CqsS sensors; 0 = neutral-control median; activity change, % at 7.5 µM; 300,000 compounds, 0.4% hits; in the data active = activity change below about -75%, passing the limit was not always enough; inconclusive = no clear call, values can overlap the other calls;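 also: luminescence divided by OD600 gain over 9 h not by final OD600 alone; inactives centre near 13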
IEC-6 cytotox = kills IEC-6 intestinal cells in KLF5 counter-screen | IEC-6 cytotoxicity, luminescence viability | inhibition, % at 5 µM | 290,000 compounds, 0.78% hits; in the data active = inhibition above about 22%;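 also: 0% = plate median of test compound wells and 100% = cytotoxic reference compound wells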
HSP90 inh = blocks HSP90-mediated luciferase refolding in reticulocyte lysate. Rabbit reticulocyte lysate, luciferase refolding luminescence, 3 h. inhibition, % at 5.6 µM. 290,000 compounds, 0.91% hits. AID 1789;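 active = inhibition above the screen-wide mean plus 3 SD, computed separately per campaign, cut at about 16% in these data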;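 also: 0% = DMSO wells and 100% = 60 µM geldanamycin wells; inhibitors lower the luminescence because luciferase stays unfolded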
GSK3B inh = inhibitors of human GSK3beta kinase | P49841 | GST-GSK3beta kinase, ADP-Glo luminescence, 60 min; stronger effect = lower value | activity score (negative = inhibition), % at 10 µM | 300,000 compounds, 0.038% hits;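 active = more than half of replicate wells score below -50%, meaning over 50% inhibition versus plate controls; inconclusive = some replicates but at most half score below -50%; inactive = no replicate scores below -50%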;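 also: 0% = median DMSO wells and -100% = median GW8510 positive control wells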
Target sequence (P49841 whole entry, looked up): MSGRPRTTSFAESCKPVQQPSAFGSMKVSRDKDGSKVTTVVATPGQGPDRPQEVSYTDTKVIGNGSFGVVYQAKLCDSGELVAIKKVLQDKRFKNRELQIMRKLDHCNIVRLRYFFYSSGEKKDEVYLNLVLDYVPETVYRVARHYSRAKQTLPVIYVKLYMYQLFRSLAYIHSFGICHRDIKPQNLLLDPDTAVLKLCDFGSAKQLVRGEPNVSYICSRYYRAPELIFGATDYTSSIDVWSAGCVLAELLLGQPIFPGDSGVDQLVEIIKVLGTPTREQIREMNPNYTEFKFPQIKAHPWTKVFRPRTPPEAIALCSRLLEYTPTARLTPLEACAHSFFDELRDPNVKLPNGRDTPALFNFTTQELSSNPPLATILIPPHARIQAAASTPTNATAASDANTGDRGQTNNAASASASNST
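Assay system: GST-tagged human GSK3beta kinase, cell-free; Input: 1.6 ng GSK3beta; Medium: Tris/MgCl2 kinase buffer; Timing: 60 min enzyme reaction, room temperature; Signal: ADP-Glo luminescence quantifying ADP generated by kinase; Evaluation: score relative to plate controls; Benchmarks: DMSO neutral wells and GW8510 at 20 µM as positive.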
Starred values were filed as active, the others as inactive; i = inactive; u = inconclusive; x = no result given.

SMILES	GSK3 alpha inh	aSyn UTR inh	PolyA inh	HSF1 inh	HSF1 activator	KLF5 inh	AI-2 QS mod	IEC-6 cytotox	HSP90 inh	GSK3B inh
CCOC(=O)c1sc2nc(C)nc(SCC(=O)N(CC)C3CCS(=O)(=O)C3)c2c1C (stereo unspecified)	9	2	i	0	-1	-4	7	5	1	3
N#Cc1ccccc1CSc1nc2ccc(NC(=O)c3ccccc3C(=O)O)cc2s1	0	-87	i	14	48	-47	18	4	2	2
CC(=O)Cc1nsc(Nc2ccc3c(c2)OCCO3)n1	-1	-125	i	16	u	-97	6	2	-3	3
C/C(=N\Nc1nc2ccccc2[nH]1)c1ccc2c(c1)OCO2	-2	-124	i	22	30	-41	61	9	4	0
CCOc1ccc(NC(=O)CSc2nc3ccccc3c(=O)n2Cc2cccs2)cc1	-2	19	i	-8	-11	-19	17	12	1	-1
O=C(CSc1ccc(Cl)cc1)Nc1cc(-c2nc3ncccc3o2)ccc1Cl	-2	-74	i	-1	26	-27	15	-10	3	3
COCCNC(=O)/C(C#N)=C/c1cccc(NC(=O)c2ccccc2Cl)c1	1	-20	i	6	0	-34	18	-12	-3	4
CCOC(=O)C1=C(O)/C(=C/c2ccc(OCC(=O)O)c(OC)c2)SC1=Nc1ccc(OCC)cc1	3	1	i	2	-7	11	13	-2	-3	4
N#C/C(=C\c1cccs1)C(=O)NCc1ccco1	-1	-10	i	-4	25	-5	5	-5	-4	3
CCC1Oc2ccc(C)cc2N(CC(=O)NCC2COc3ccccc3O2)C1=O (stereo unspecified)	-1	14	i	6	-4	-18	6	-6	0	3
CCOC(=O)N1CCC(NC(=O)CCc2nc(-c3ccc(C)cc3)no2)CC1	-1	-4	i	-3	8	-15	19	-4	-2	3
C(=C\c1ccccc1)/CSc1ccccn1	x	-187	i	104	130*	-27	-26	-6	-5	3
CC(C)CN(C(=O)CCC(=O)OCC(=O)NCCc1ccccc1)c1c(N)n(CC(C)C)c(=O)[nH]c1=O	-3	-2	i	-8	-9	-3	16	-2	-3	1
Cc1cc(C)nc(SCSc2nc(C)cc(C)n2)n1	x	18	i	0	-8	-39	21	2	4	-2
CCOc1ccc(C2C=C(c3ccc(C)cc3)Nc3nnnn32)cc1 (stereo unspecified)	-4	16	i	-5	4	-15	21	2	0	0
CC(=O)COc1ccc2c(C)c(C)c(=O)oc2c1	-6	-118	i	3	14	-70	15	3	-5	-2
Clc1ccc(OCCCNCc2ccccc2)c(Br)c1	2	-30	i	-11	-21	-13	13	2	0	-4
Cc1ccccc1Nc1c(-c2ccc(N3CCOCC3)cc2)nc2cnccn12	x	-67	i	6	4	-39	10	-5	-4	-5
COC(=O)c1sc(NC(=O)CSc2nnc(Cn3nnc4ccccc43)n2C)nc1C	0	19	i	-1	5	-23	0	-1	-3	-1
CCCCC(=NCCc1c(C)[nH]c2ccc(OC)cc12)C1=C(O)CC(c2ccccc2)CC1=O (stereo unspecified)	4	119*	i	6	4	9	-1	1	-2	-1
CCOc1ccc2[nH]c(=O)c(CN(CCCN3CCOCC3)Cc3nnnn3Cc3ccc(OC)cc3)cc2c1	0	26	i	-11	-6	13	10	12	-1	3
CCOCCCNC(=O)C(NC(=O)c1ccc2c(c1)OCO2)c1ccc(OC)cc1 (stereo unspecified)	-2	11	i	2	5	-7	0	-2	5	1
COc1ccc(CNC(=O)C2CCCN(S(=O)(=O)N3CC(C)CC(C)C3)C2)c(OC)c1 (stereo unspecified)	-5	-4	i	6	23	-3	1	-3	1	-1
O=C(/C=C/c1ccco1)NC(=S)Nc1ccccc1N1CCOCC1	1	-2	i	0	5	-7	16	-4	-1	4
O=C(CN1C(=O)C2C3C=CC(C4CC34)C2C1=O)Nc1cccc2ncccc12 (stereo unspecified)	1	-3	i	-1	6	-23	-2	1	-4	2
CCN(Cc1ccncc1)Cc1cn[nH]c1-c1ccc(OC)cc1F	22	6	i	x	x	-24	9	5	-1	-2
Cc1ccc2nc(NC(=O)CSCC(=O)OCC(=O)c3ccc(Br)cc3)sc2c1	-1	83*	i	-66*	-73	0	23	2	50*	2
Fc1ccc(-n2nnc(-c3ncc[nH]3)n2)cc1	-1	-126	i	2	7	x	-5	x	x	-7
O=C(Cc1ccc(F)cc1)NCCS(=O)(=O)N1CCN(c2ccccc2)CC1	-1	11	i	6	4	x	7	x	x	-2
CN(C)c1nc(N)nc(-c2nc3ccccc3s2)n1	-4	-54	i	10	38	-15	9	-2	-2	1
O=C(NCc1ccccc1)NS(=O)(=O)c1ccccc1Cl	-4	-3	i	1	-8	-24	50	1	3	3
Cc1ccccc1CN1CCN(S(=O)(=O)c2cccs2)CC1	-1	5	i	2	10	2	6	-2	3	5
NNC(=O)Cn1c(SCc2ccccc2)nc2ccccc21	-1	24	i	9	-6	-26	-1	-3	1	-1
O=C(CN(CC1CCCO1)C(=O)CNS(=O)(=O)c1ccc(F)cc1)NC1CCCC1 (stereo unspecified)	-1	8	i	21	63*	-29	13	-1	0	2
COCC(=O)NC(C)c1nc2ccccc2[nH]1 (stereo unspecified)	-2	-3	i	-3	-10	-9	11	-6	-2	3
O=C(CSc1ncn[nH]1)Nc1ccccc1-c1ccccc1	3	-5	i	3	5	2	28	-2	-1	2
CC1(c2nnc(-c3ccc(F)cc3)o2)CC(c2ccc([N+](=O)[O-])cc2)=NO1 (stereo unspecified)	-1	1	i	-1	-2	x	17	x	x	1
O=C(NCCCCCCCCCNC(=O)C(F)(F)F)C(F)(F)F	0	10	i	3	4	-31	10	-1	-11	-4
O=C(CSc1nc(-c2ccc(F)cc2)cs1)NCCN1C(=O)CSC1=O	-2	-62	i	5	7	-53	23	-4	2	1
C=CCn1c(=S)[nH]c2scc(-c3cccs3)c2c1=O	x	x	i	x	x	-27	-1	-3	0	0
O=C(Nc1ccccn1)c1ccc([N+](=O)[O-])o1	1	-49	i	12	34	-49	u	11	-7	0
Cc1cc(OCC(=O)Nc2c(C)n(C)n(-c3ccccc3)c2=O)ccc1[N+](=O)[O-]	-3	27	i	-4	-1	-9	-4	-5	5	-1
CCOC(=O)N1CCC(Nc2c(-c3ccc(C)c(C)c3)c(=O)c2=O)CC1	-1	12	i	0	23	1	18	11	-2	-1
CCCC(C(=O)NC1CCCCC1)N(Cc1ccco1)C(=O)CNS(=O)(=O)c1ccccc1 (stereo unspecified)	-3	12	i	2	-5	-15	21	0	3	-1
Cc1ccc(/C=N/NC(=O)CSc2nc3ccccc3o2)cc1	-1	-108	i	8	-8	-20	-2	0	1	1
Cc1nn(CCC(=O)NNC(=S)Nc2ccccc2)c(C)c1Br	-1	-15	i	-11	-2	0	8	6	-2	1
O=C(Nn1c(C2CCCCC2)nc2ccccc2c1=O)c1ccc([N+](=O)[O-])cc1Cl	0	-11	i	-5	21	-5	16	-2	-3	-1
CCOC(=O)c1ccc(S(=O)(=O)N2CCN(CC(O)COc3ccc(C#N)cc3)CC2)cc1 (stereo unspecified)	0	3	i	-2	7	-26	8	-1	-3	-2
COc1ccc(N2CCN(C3=CC(=O)N(c4cccc(Cl)c4)C3=O)CC2)cc1	-1	19	i	5	30	-19	-8	-4	-2	-1
Cc1cccc(CS(=O)(=O)Cc2ccc(C(=O)NCCCN3CCOCC3)o2)c1	-6	14	i	-10	-12	1	8	-1	0	2
O=C(Cc1ccccc1Cl)NCc1cccnc1	-3	7	i	1	-3	-34	3	-2	-2	-4
COc1ccc(CN2CCN(c3ccccn3)CC2)cc1OCc1ccccc1	-5	6	i	-1	1	-17	9	10	7	1
CS(=O)(=O)c1cccc(-c2nnc(NC(=O)c3ccc4ncsc4c3)o2)c1	-3	9	i	-5	9	x	32	x	x	-2
CCCCn1c(N)c(N(CCOC)C(=O)c2ccc(-c3ccc(Cl)cc3)o2)c(=O)[nH]c1=O	x	-2	i	8	11	x	38	x	x	0
CCOc1ccc2c(c1)nc(SCC(=O)c1cccs1)n2C	-2	-67	i	16	33	-110	11	-5	-8	1
CCOC(=O)C1(c2ccccc2)NC(c2ccccc2C)C2C(=O)N(c3ccc4c(c3)OCO4)C(=O)C21 (stereo unspecified)	-1	10	i	6	15	-16	25	0	-2	1
COc1cc(C(=O)N/N=C/c2ccc(OC(=O)c3ccccc3Cl)c(OC)c2)ccc1O	-3	-11	i	-6	2	-41	34	2	-3	-2
COc1cccc2cccc(/C=N/n3cnnc3)c12	-1	8	i	-7	0	-23	13	-2	-4	2
COc1ccc(-n2c(SCC#N)nc3ccccc3c2=O)cc1	-2	22	i	-4	-5	-15	2	2	-3	2
O=Cc1ccc(OCC(=O)Nc2ccccc2-c2ccccc2)cc1	0	13	i	-5	3	5	16	-6	3	-4
(cont.)
SMILES	GSK3 alpha inh	aSyn UTR inh	PolyA inh	HSF1 inh	HSF1 activator	KLF5 inh	AI-2 QS mod	IEC-6 cytotox	HSP90 inh	GSK3B inh
Cc1cc(C)c(S(=O)(=O)N2CCOC2CNC(=O)C(=O)NCc2ccncc2)c(C)c1 (stereo unspecified)	3	7	i	-9	6	-38	4	-2	4	0
CN(C)CCCN(C(=O)c1ccc(S(=O)(=O)N2CCCCCC2)cc1)c1nc2c(F)cccc2s1	3	21	i	3	9	-14	20	-2	-1	0
Cn1c(N)c(C(=O)Nc2c(Cl)cccc2Cl)sc1=S	2	15	i	1	5	-8	31	2	0	-3
O=C(CN1CCN(c2ccccc2)CC1)Nc1ccccc1Sc1ccccc1	12	2	i	5	-18	-13	14	4	-1	0
O=C(NNC(=S)NC1CCCCC1)c1ccc(Cl)s1	0	-62	i	9	22	-85	32	6	-1	2
Oc1ccc(C2=NNC(c3ccc(O)cc3)=NN2)cc1	-2	-1	i	-3	-10	-25	-2	0	-1	2
COc1nc(N/N=C/c2cc3c(cc2Br)OCO3)nc(N2CCOCC2)n1	-1	2	i	1	-6	-22	34	0	-2	1
Cn1cnnc1SCC(=O)Nc1ccc(Br)cc1F	-3	-21	i	4	3	-28	23	1	-1	4
C=CCN(C(=O)c1csnn1)C(C(=O)NC1CCCC1)c1ccccc1F (stereo unspecified)	0	3	i	0	22	-27	6	-1	-3	3
O=C(COC(=O)C1CCCCC1)Nc1ccc([N+](=O)[O-])cc1	-1	-13	i	-2	3	-29	-84*	0	2	3
CCc1ccccc1Nc1nc(N)nc(CSc2nnnn2C)n1	-3	4	i	x	x	-16	0	1	0	2
O=S(=O)(CCN1CCOCC1)c1ccc(Cl)cc1	-3	-59	i	-4	-11	x	16	x	x	0

A portion of the library (hit frequency here may not be typical).
